RXFP1 ag: RXFP1 (human) receptor agonism; Potency, µM (top dose mostly 57.5 µM), for the others: at the highest dose activation, actives largely listed as activators; 0.3% of 370,000 active; HEK293T-RXFP1 cAMP TR-FRET, 30 min; response scale: percent of porcine relaxin response, buffer zero; active = well fitted activation curve with a large enough effect; note: potency is the fitted concentration of half-maximal effect; % is set by controls: 0 for no effect and ±100 for the full control effect; nearly all actives have a fitted effect of over 60% in size; many of its hits are not listed in these tables
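HEK293T cells stably expressing RXFP1 were pretreated with the PDE4 inhibitor Ro 20174, exposed to compounds for 30 min at 37C, lysed, and cAMP was read by TR-FRET. Data normalized to buffer (basal) and 29 nM porcine relaxin (100%).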
TRHR enhancer: TRH receptor (human) allosteric enhancement; TRHR cells, fluo-8 calcium fluorescence, EC20 TRH enhancement; enhancement, % at 2 µM; 0.66% of 360,000 active; AID 493056; in the data active = enhancement above about 30%; note: 0% is about no effect
Target sequence (P34981 whole entry, looked up): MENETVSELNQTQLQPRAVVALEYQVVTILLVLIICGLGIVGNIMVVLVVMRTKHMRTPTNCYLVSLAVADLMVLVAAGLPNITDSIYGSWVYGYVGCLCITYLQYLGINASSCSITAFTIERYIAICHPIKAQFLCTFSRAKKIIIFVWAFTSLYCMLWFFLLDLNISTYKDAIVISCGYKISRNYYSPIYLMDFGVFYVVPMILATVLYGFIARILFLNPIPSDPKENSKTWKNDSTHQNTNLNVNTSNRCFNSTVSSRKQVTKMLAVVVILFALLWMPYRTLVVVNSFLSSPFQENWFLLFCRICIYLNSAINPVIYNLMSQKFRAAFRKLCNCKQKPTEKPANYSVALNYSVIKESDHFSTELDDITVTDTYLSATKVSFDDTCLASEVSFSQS
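Enhancer read-out: after compound pinning and an initial kinetic agonist-mode read, an EC20 of TRH (10 nM final) was injected and fluo-8 calcium signal (Ex 480/Em 530) followed at 1 s/cycle for 100 cycles in TRHR-expressing cells.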
D1 potentiator: potentiators of human D1 dopamine receptor. 0.036% of 360,000 active. potentiation, % at 10 µM. P21728. HEK293 TREx D1 cells, calcium flux, dopamine EC20 potentiation; in the data active = potentiation above about 30%; note: 0% is about no effect
Target sequence (P21728 whole entry, looked up): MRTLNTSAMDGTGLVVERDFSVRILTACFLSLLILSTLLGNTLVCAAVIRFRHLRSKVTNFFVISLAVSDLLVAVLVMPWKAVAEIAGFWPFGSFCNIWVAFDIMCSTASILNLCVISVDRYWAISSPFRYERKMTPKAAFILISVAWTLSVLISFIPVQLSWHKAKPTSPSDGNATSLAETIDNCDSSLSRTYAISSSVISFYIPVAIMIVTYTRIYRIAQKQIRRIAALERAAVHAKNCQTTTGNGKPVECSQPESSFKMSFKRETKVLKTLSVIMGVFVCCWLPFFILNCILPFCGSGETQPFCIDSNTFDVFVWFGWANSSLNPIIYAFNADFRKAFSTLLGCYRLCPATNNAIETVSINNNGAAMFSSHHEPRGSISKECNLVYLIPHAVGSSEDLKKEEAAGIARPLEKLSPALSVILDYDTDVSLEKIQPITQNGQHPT
D2 antag: antagonizes the human D2 dopamine receptor | HEK293 TREx D2 cells, calcium flux, dopamine EC80 | inhibition, % at 10 µM | 2% of 340,000 active; in the data active = inhibition above about 30%; note: 0% is about no effect
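Calcium mobilization kinetics were recorded at 1 s intervals in tetracycline-induced HEK293 T-REx D2 cells, first for 180 s after compound addition and then 180 s after EC80 dopamine.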
RXFP1 antag: antagonists of human relaxin receptor RXFP1. activity change, negative = inhibition, % at 57.5 µM. Q9HBX9. AID 1259400. 0.59% of 350,000 active. HEK293-RXFP1, relaxin-stimulated cAMP HTRF, 30 min; active compounds read low;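 active = activity change of -60% or lower, but not beyond a set lower limit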; note: % is set by controls: 0 for no effect and ±100 for the full control effect
D2 agonist: activates the human D2 dopamine receptor; activation, % at 2 µM; AID 485358; HEK293 T-REx D2 cells, calcium flux agonist mode; 0.53% of 340,000 active;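 active = activation over 3 SD above normal in the single-dose calcium agonist read, cut at about 30% in these data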; note: 0% is about no effect
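In this primary screen, compounds producing a positive calcium signal within 180 s of addition to tetracycline-induced, force-coupled HEK293 Trex D2 cells are flagged; cells are dye-loaded with a no-wash calcium kit beforehand.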
D1 antagonist: antagonists of human D1 dopamine receptor; HEK293 TREx D1 cells, calcium flux, dopamine EC80; active compounds read low; activity change, negative = inhibition, % at 10 µM; 3.2% of 360,000 active; in the data active = activity change below about -30%; note: % is set by controls: 0 for no effect and ±100 for the full control effect
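Tetracycline-induced HEK293 Trex D1 cells, force-coupled to calcium, dye-loaded; compounds added and read 180 s, then EC80 dopamine added and calcium flux tracked kinetically another 180 s.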
D1 agonist: activates the human D1 dopamine receptor. HEK293 T-REx D1 cells, calcium flux, agonist mode. activation, % at 2 µM. P21728. 1% of 360,000 active; in the data active = activation above about 30%; note: 0% is about no effect
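Inducible HEK293 T-REx D1 cells, force-coupled to calcium signalling, were plated at 4000 cells/well with tetracycline and held overnight at 30 C. After no-wash calcium dye loading, compound-evoked calcium rise over 180 s flagged agonists.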
D2 potentiator: positively modulates the human D2 dopamine receptor allosterically; P14416; HEK293 T-REx D2, calcium flux, EC20 dopamine potentiation; potentiation, % at 10 µM; 0.34% of 340,000 active; AID 485347;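 active = potentiation over 3 SD above the plate norm, cut at about 30% in these data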; note: 0% is about no effect
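Tetracycline-induced Hek293 Trex D2 cells, force-coupled to calcium, loaded with no-wash calcium dye. Compound added with 180 s kinetic read for agonism, then EC20 dopamine and a further 180 s read for potentiation.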
* = called active by the depositor; · = no result given; & = joins results of further samples.

SMILES	RXFP1 ag	TRHR enhancer	D1 potentiator	D2 antag	RXFP1 antag	D2 agonist	D1 antagonist	D1 agonist	D2 potentiator
COc1ccc(-c2nc(C#N)c(N3CCOCC3)o2)cc1OC	0.9%	1	1	21	-2	-0.9	15	-2	3
c1ccc2c(-c3nnc4n3CCCCC4)cc(-c3ccncc3)nc2c1	1.2%	13	-4	6	6	0.6	31	3	6
CCOc1ccccc1C(=O)NC(C(=O)OCC(=O)Nc1nnc(-c2ccccc2)o1)C(C)C (stereo not drawn)	-2.4%	0	15	-9	-9	-1.3	5	-2	-2
COC(=O)C(C(=O)OC)C(C(C)C)C(C(=O)OC)C(=O)OC	0.1%	40*	-7	2	1	0.0	-5	-1	0
CCOC(=O)N1CCN(C(=O)c2ccc(CNS(=O)(=O)c3ccc(NC(C)=O)cc3)cc2)CC1	-0.8%	-6	3	7	9	-0.4	-10	0	15
CO/N=C(\C(=O)O)c1csc(NN=C(C)C)n1	-0.9%	-2	-2	-14	-6	-0.6	-3	1	7
CS(=O)(=O)N1CCc2cc(C(=O)Nc3cccc(F)c3)ccc21	-2.7%	5	0	·	·	·	-6	1	5
COCCCn1c(SCC(=O)Nc2ccc3c(c2)OCCO3)nnc1-c1ccoc1C	0.5%	-1	1	2	-6	0.6	2	0	8
COc1ccccc1-c1ccc(=O)n(CC(=O)NCc2cccs2)n1	-3.0%	3	-1	-19	-22	-0.5	1	2	2
CCCCc1c(O)nc(SCC(=O)NCCc2ccc(OC)c(OC)c2)[nH]c1=O	1.1%	41*	-4	·	1	·	-1	1	·
O=C(COC(=O)c1cc(=O)[nH]c2ccccc12)Nc1nc(-c2ccccc2)cs1	3.0%	10	-7	12	-6	0.1	-3	3	-3
O=C(CN1CCN(Cc2ccc(Cl)cc2)C1=O)NCCCN1CCN(c2ccc(F)cc2)CC1	-2.1%	10	-3	-14	-20	-1.3	-10	4	-24
O=C(CCc1ccccc1)c1ccc2c(c1)OCCCO2	-0.4%	-4	-7	-16	-4	1.0	8	7	-6
Cc1cc(C(=O)CSc2nnnn2-c2ccc(O)cc2)c(C)n1C	0.1%	-5	2	6	-17	0.2	-11	6	-5
Cc1c(/C=C(\C#N)C(=O)NCc2ccccc2)cc(C#N)n1C	-0.4%	1	0	37*	-12	-0.4	4	-3	-18
C=CCNC(=S)Nc1sc2c(c1C(=O)OCC)CCN(C(=O)OCC)C2	11%	14	-5	-13	-80*	0.1	6	1	40*
CCOc1ccccc1CNC(=O)c1cc(-c2ccc(Cl)s2)nc2ccccc12	17%	-5	2	·	-9	0.7	5	2	0
Cc1ccccc1N(CC(=O)NCCSc1ccccn1)S(=O)(=O)c1ccccc1	-0.4%	2	-4	0	-18	0.4	-10	6	13
O=C(c1ccc2c(c1)N(Cc1ccc(F)cc1)C(=O)c1ccccc1S2=O)N1CCOCC1 (stereo not drawn)	0.5%	-1	-1	·	·	0.4	8	1	9
CN(C)CC(C)(C)CNS(=O)(=O)c1ccc(Cl)s1	0.4%	-6	-2	-1	5	0.4	-2	4	1

Three compounds from above, arranged by heavy-atom count, rising.
SMILES	RXFP1 ag	TRHR enhancer	D1 potentiator	D2 antag	RXFP1 antag	D2 agonist	D1 antagonist	D1 agonist	D2 potentiator
COC(=O)C(C(=O)OC)C(C(C)C)C(C(=O)OC)C(=O)OC	0.1%	40*	-7	2	1	0.0	-5	-1	0
CS(=O)(=O)N1CCc2cc(C(=O)Nc3cccc(F)c3)ccc21	-2.7%	5	0	·	·	·	-6	1	5
Cc1ccccc1N(CC(=O)NCCSc1ccccn1)S(=O)(=O)c1ccccc1	-0.4%	2	-4	0	-18	0.4	-10	6	13

Molecules above containing an aryl methoxy group:
SMILES	RXFP1 ag	TRHR enhancer	D1 potentiator	D2 antag	RXFP1 antag	D2 agonist	D1 antagonist	D1 agonist	D2 potentiator
COc1ccc(-c2nc(C#N)c(N3CCOCC3)o2)cc1OC	0.9%	1	1	21	-2	-0.9	15	-2	3
COc1ccccc1-c1ccc(=O)n(CC(=O)NCc2cccs2)n1	-3.0%	3	-1	-19	-22	-0.5	1	2	2
CCCCc1c(O)nc(SCC(=O)NCCc2ccc(OC)c(OC)c2)[nH]c1=O	1.1%	41*	-4	·	1	·	-1	1	·

(cont.)
SMILES	RXFP1 ag	TRHR enhancer	D1 potentiator	D2 antag	RXFP1 antag	D2 agonist	D1 antagonist	D1 agonist	D2 potentiator
COCc1cc(=O)[nH]c(/N=C(\N)Nc2ccc(C)cc2)n1	0.2%	3	-4	-13	-5	-0.9	8	4	5
CCOC(=O)C1CCCN(Cc2c(Cl)cccc2Cl)C1 (stereo not drawn)	2.2%	-2	-7	-10	6	-0.1	-36*	2	0
Cc1cn([C@H](C(=O)NCCCCCCCCCCC(=O)N2CCNCC2)[C@@H](C)O)nn1	-0.9%	1	-3	-7	·	-0.3	-3	4	-9
CCOC(=O)c1ccc(NC(=O)CC2C(=O)N(c3cccc(OC)c3)C(=O)N2Cc2ccc(OC)cc2)cc1 (stereo not drawn)	5.9%	-5	-3	·	·	-0.1	-8	6	-19
CCC(=O)NC(C)c1cc(Cl)c2cccnc2c1O (stereo not drawn)	-0.3%&1.4%	-5&-1	-3&-5	1	·	0.4	9	8&-1	5
CCCOc1ccc(-c2nc3ccc(Br)cc3c(=O)o2)cc1	1.4%	-9	0	·	-10	1.5	-7	-1	-6
O=C(CN1CCCC1)Nc1ccc(-c2nc3cc(NC(=O)CN4CCCC4)ccc3o2)cc1	0.1%	14	3	-3	8	0.6	-1	8	10
O=C(CNc1ccccc1Cl)Nc1cc(S(=O)(=O)N2CCOCC2)ccc1Cl	-0.1%	-4	1	-25	4	0.0	-33*	2	-4
CCCCOCCCNC(=O)c1ccc([N+](=O)[O-])c(C)c1	-0.1%	3	-1	7	13	-0.6	-13	2	-4
N#C/C(=C/c1ccc(-c2ccc(S(N)(=O)=O)cc2)o1)c1nc2ccccc2s1	5.4%	20	-9	25	-5	115*	-4	265*	1
Cc1cccc(NC(=O)CCN2CCC(C(N)=O)CC2)c1	-0.4%	4	-3	6	3	-0.7	0	3	-4
COc1ccc(C(=O)N2CCN(Cc3ccc4c(c3)OCO4)CC2)cc1[N+](=O)[O-]	1.8%	-4	-2	11	-2	6.5	-10	1	-2
CN(C(=O)CS(=O)(=O)c1cccc(Cl)c1)c1ccccc1	-0.1%	-1	-4	-3	-11	0.2	1	0	-2
CCNC(=S)Nc1cccc(Cl)c1C	-0.1%	0	-3	1	-21	-0.3	4	1	2
Cc1cccc(C(=O)NCCCNC(=O)c2ccco2)c1	0.6%	-2	·	10	-16	1.0	7	5	1
Cc1cc(C)c(S(=O)(=O)N2CCC(C(=O)NCc3ccc(Cl)cc3Cl)CC2)c(C)c1	-0.9%	5	-9	3	-3	0.0	-21	4	13
COc1cccc(-n2c(C)nc3c(cnn3-c3ccc(C)cc3)c2=O)c1	0.0%	-4	-4	0	10	-0.7	-21	5	-8
CC(=O)Nc1ccc(NC(=O)CCC(=O)NCCO)cc1	1.3%	1	2	-1	6	-0.2	12	2	-18
Cc1cc(C(=O)NCc2ccc(F)cc2)c2ccccc2n1	-0.6%	1	·	0	-4	1.3	-1	2	1
CC(Sc1n[nH]c(=O)[nH]c1=O)C(=O)OCc1ccccc1 (stereo not drawn)	0.5%	14	4	-33	4	-1.5	-1	-1	16
CCn1c(=O)c(C(=O)NCc2cccnc2)c(O)c2ccccc21	6.0%	-3	2	-11	-8	-0.2	6	0	5
C[C@@H](C(=O)Nc1nc2ccccc2s1)N1C(=O)C2CC=CCC2C1=O (stereo partly drawn)	0.9%	2	-6	16	-13	3.4	4	-1	3
COc1ccc(NC(=O)c2oc3ccccc3c2NC(=O)Cc2coc3c(C)c(C)ccc23)cc1	2.0%	1	-3	·	-10	0.6	-9	4	-5
O=C(Nc1ccccn1)Nc1cccs1	1.4%	-3	-9	·	-8	·	1	3	-3
O=S(=O)(c1ccc2c(c1)OCCO2)N1CCN(Cc2ccc3c(c2)OCO3)CC1	0.7%	3	-6	18	-10	1.4	-24	4	·
CCOCCCNC(=O)CCCn1nc(C)n2c(cc3sccc32)c1=O	3.2%	-1	-7	-4	-7	1.1	-39*	-1	-7
CS(=O)(=O)N(CC(=O)N1CCN(c2ccc(F)cc2)CC1)C1CCCCC1	-0.9%	-7	0	5	-12	-1.0	6	1	25
CC1(C)CC(=O)C2=C(C1)OC1=C(C(=O)CC(C)(C)C1)C2(C)C	1.2%	2	1	0	·	0.8	-3	3	0
FC(F)(F)c1cccc(Cc2noc(CN3CCCC3)n2)c1	-0.1%	24	7	·	-2	·	-4	0	·
O=C(NCCN1C(=O)S/C(=C\c2cccc(Cl)c2Cl)C1=O)C1=COCCO1	-0.4%	1	-1	·	-11	·	-8	5	·
CCOC(=O)c1ccccc1NC(=O)Cn1c(=O)n(CCC(=O)N2CCc3ccccc3C2)c(=O)c2ccccc21	4.3%	-13	-1	·	·	0.5	-14	4	12
O=C1c2oc3ccccc3c(=O)c2C(c2ccc(Br)cc2)N1c1ccccn1 (stereo not drawn)	0.0%	-10	2	·	-6	1.9	0	1	-1
CN(C)C(=S)c1ccc(N(C)C)cc1	1.0%	3	4	4	-1	-0.5	-2	2	0
COc1ccccc1C1(CC(=O)O)CCOC(C(C)C)C1 (stereo not drawn)	-0.4%	0	12	-7	1	0.1	2	1	-3
CCn1c(CCC(N)=O)nnc1SCC(=O)c1cc(C)n(C2CC2)c1C	-0.3%	5	0	-9	-1	0.3	23	0	-4
Cc1cc(=O)oc2c3c(cc(OCC(=O)NC4CC4)c12)OC(C)(C)CC3	9.5%	16	1	17	·	-0.9	18	0	3
COc1ccc(CCN(Cc2cc3cccc(C)c3[nH]c2=O)C(=O)N2CCCC2)cc1OC	0.9%	2	-5	-4	-7	-0.2	28	2	-4
O=C(CC(=O)NC1CCCCC1)N/N=C/c1ccccc1F	1.2%	6	-5	-18	·	1.6	-7	1	4
CC1=NN(c2ccc(Cl)c(C(=O)O)c2)C(=O)/C1=C/c1ccc(-c2ccccc2[N+](=O)[O-])o1	0.2%	13	-5	4	-35	-0.8	-7	1	-5
COC(=O)C1=CN(Cc2ccc(OC)cc2)C=C(C(=O)OC)C1c1cccs1	0.0%	10	-8	-9	3	-0.1	4	6	17
COc1c(/C=N/NC(N)=S)c(C)nn1-c1ccccc1	5.6%	-5	-2	0	0	-2.1	-7	2	-7
Cc1ccc(/C=N/NC(=O)c2ccc3c(c2)OCCO3)s1	1.7%	2	-6	-33	-2	0.2	-1	2	-14
COc1cccc(CNC(=O)CN(C)S(=O)(=O)c2cccc3cccnc23)c1	1.1%	-24	-9	-7	7	-0.3	-4	1	-24
CCCCN1C(=O)C(NC(C)=O)c2ccccc21 (stereo not drawn)	-0.3%	4	-8	-6	18	0.2	-4	1	13
Cc1noc(C)c1C(=O)OCC(=O)Nc1cccc(S(N)(=O)=O)c1	0.0%	-3	-5	-8	6	0.5	-13	1	11
C/C(=N\OC(=O)Nc1ccc(Cl)cc1)c1ncc(C(F)(F)F)cc1N1CCOCC1	1.3%	-1	-3	4	-5	0.8	8	0	-1

Bioassay records deposited in PubChem by National Center for Advancing Translational Sciences (NCATS).

The list is partial (hit frequency here may not be typical).
